NCOA2 inhibitor: inhibits human steroid receptor coactivator 2 | Q15596 | AID 651957 | 0.17% of 370,000 active | inhibition, % at 9 µM | HEK293 GAL4-SRC2 luciferase reporter, luminescence;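 active = inhibition above the mean inhibition of all tested compounds plus 3 SD, set per campaign, cut at about 52% in these data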;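 note: 0% = DMSO treated cells and 100% = cells given Gossypol at 36 µM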
NOD2-RIPK2 inh: NOD2-RIPK2 protein interaction inhibition; O43353; CHO BLA complementation NOD2-RIPK2, CCF4 ratio; inhibition, % at 4.98 µM; 0.38% of 360,000 active; AID 624267; in the data active = inhibition above about 21%;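 note: 0% = vehicle only and 100% = reference blocker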
MC4R barr agon: human MC4R agonism via beta-arrestin; P32245; U2OS MC4R beta-arrestin complementation, luminescence; percent of melanotan II response, DMSO zero; activation, % at 8.9 µM; 0.98% of 360,000 active; AID 540308;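 active = activation above a per-plate cutoff, the mean activation of sample wells on that plate plus 3 SD, cut at about 8% in these data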
ABHD5 PLIN5 PPI: ABHD5-PLIN5 protein interaction inhibition; AID 602281; Q00G26+Q8WTS1; 0.78% of 360,000 active; Split G. princeps luciferase complementation, luminescence, 4 h; inhibition, % at 4 µM;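 active = inhibition above the mean inhibition across every tested compound plus 3 SD, cut at about 22% in these data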;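 note: 0% = DMSO only wells and the 100% control is not disclosed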
N-glyco inh: N-linked glycosylation inhibition; D54 ERlucT glycosylation luciferase reporter, 24 h; percent of 100 nM tunicamycin response; reporter increase, % at 12.5 µM; 0.23% of 360,000 active;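 active = mean luciferase reporter signal, scaled so untreated is 0 and the glycosylation-blocking control 100, at or above a set limit in every replicate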;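 note: luciferase carries N-glycosylation sites so blocking glycosylation raises the light; 0% = median of neutral control wells and 100% = median of 100 nM tunicamycin wells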
ABCB6 inh MLPCN: human ABCB6 transporter inhibition. K562-ABCB6 porphyrin accumulation, flow cytometry, 1 h; active compounds read low. fluorescence ratio to DMSO, % at 10 µM. 0.19% of 360,000 active. AID 602162;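 active = fluorescence ratio to DMSO below 75%, the collection mean minus 3 SD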;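 note: signal is porphyrin accumulated inside mitochondria; 100% equals median channel fluorescence of DMSO control wells; lower ratio means ABCB6 inhibition with less porphyrin fluorescence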
HTR2A ag: mouse HTR2A agonism via beta-arrestin recruitment; 0.66% of 360,000 active; CHO-K1 mHTR2A beta-arrestin complementation, luminescence; percent of 30 µM serotonin response; activation, % at 7.6 µM; AID 624169;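 active = activation above a run cutoff, the mean activation of all tested compounds plus 3 SD, cut at about 14% in these data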;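 note: 0% = plate median of compound wells and 100% = 30 µM serotonin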
TLR9-MyD88 inh: blocks human TLR9 binding to MyD88. 0.21% of 340,000 active. inhibition, % at 4.98 µM. CHO BLA complementation TLR9-MyD88, CCF4 FRET ratio. AID 504734. Q9NR96+Q99836;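 active = inhibition above the mean over all tested compounds plus 3 SD, cut at about 21% in these data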;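 note: 0% = DMSO only wells and 100% = clavulanate BLA inhibitor control wells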
Target sequence (Q99836 whole entry, looked up): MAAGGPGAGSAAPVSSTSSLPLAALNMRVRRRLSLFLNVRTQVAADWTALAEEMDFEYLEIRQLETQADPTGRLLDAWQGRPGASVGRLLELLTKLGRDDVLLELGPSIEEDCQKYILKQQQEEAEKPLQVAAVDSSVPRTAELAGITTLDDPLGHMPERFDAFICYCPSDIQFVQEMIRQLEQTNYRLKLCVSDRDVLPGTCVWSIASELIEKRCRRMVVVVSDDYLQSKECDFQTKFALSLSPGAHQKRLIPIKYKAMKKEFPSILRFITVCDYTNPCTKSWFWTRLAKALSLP
Target sequence (Q9NR96 whole entry, looked up): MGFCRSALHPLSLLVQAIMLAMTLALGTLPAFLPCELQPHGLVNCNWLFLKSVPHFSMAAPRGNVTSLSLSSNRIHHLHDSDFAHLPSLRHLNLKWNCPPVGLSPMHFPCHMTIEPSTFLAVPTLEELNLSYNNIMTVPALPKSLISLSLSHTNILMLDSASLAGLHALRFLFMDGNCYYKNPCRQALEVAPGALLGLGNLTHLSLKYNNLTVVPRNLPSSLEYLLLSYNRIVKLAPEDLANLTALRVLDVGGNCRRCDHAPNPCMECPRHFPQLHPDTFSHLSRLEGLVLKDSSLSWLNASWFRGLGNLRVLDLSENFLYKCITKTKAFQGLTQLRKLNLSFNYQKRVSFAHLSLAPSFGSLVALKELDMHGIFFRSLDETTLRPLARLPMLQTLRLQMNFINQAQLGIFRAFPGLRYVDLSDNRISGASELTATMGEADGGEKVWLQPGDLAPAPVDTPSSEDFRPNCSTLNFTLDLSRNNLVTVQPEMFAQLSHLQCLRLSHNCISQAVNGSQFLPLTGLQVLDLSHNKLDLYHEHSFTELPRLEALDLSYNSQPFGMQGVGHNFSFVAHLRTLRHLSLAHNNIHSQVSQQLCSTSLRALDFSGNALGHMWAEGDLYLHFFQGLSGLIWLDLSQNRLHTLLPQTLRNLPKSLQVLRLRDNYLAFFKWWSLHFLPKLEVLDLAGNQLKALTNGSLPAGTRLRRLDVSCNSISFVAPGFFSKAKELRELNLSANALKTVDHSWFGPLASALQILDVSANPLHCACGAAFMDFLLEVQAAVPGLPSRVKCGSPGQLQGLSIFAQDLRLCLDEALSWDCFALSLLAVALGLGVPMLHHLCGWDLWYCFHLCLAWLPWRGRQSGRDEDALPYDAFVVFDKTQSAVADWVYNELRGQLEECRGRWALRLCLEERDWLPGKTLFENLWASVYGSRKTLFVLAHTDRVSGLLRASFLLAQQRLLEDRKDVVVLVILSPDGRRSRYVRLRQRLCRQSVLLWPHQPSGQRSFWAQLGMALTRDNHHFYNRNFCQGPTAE
MC4R antag cAMP: antagonists of human melanocortin 4 receptor (MC4R). 0.48% of 360,000 active. MC4R-expressing cells, MTII-stimulated cAMP, LANCE TR-FRET. P32245. AID 540295. inhibition, % at 6.5 µM;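 active = inhibition above its plate's cutoff, the mean of tested wells on that plate plus 3 SD, cut at about 29% in these data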;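 note: 0% = Melanotan II alone and 100% = Melanotan II plus saturating MCL0020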
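Test system: U2OS cells stably expressing human melanocortin 4 receptor (MC4R); also added: Melanotan II challenge; compound: 6.5 µM single dose; timing: 30-min compound preincubation, 1-h Melanotan II challenge, 1-h detection, room temperature; signal: Eu-cAMP/anti-cAMP TR-FRET, emission 671 nm; repeats: one well per compound, no replicates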
H9c2 protect: protects H9c2 cardiomyocytes from peroxide injury; H2O2 injury protection, ATPLite, 2 h; protection from H2O2 cell death, % at 20 µM; 0.63% of 360,000 active;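 active = compounds giving at least 50% protection of heart cells from peroxide-induced death in the single-dose screen, raw or plate-pattern-corrected value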;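 note: 0% = DMSO wells with peroxide and 100% = DMSO wells without peroxide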
An asterisk follows results filed as active; / = no result given; & = joins results of further samples.

SMILES	NCOA2 inhibitor	NOD2-RIPK2 inh	MC4R barr agon	ABHD5 PLIN5 PPI	N-glyco inh	ABCB6 inh MLPCN	HTR2A ag	TLR9-MyD88 inh	MC4R antag cAMP	H9c2 protect
Cc1cccc(OC(=O)CN2C(=O)C3C4CCC(C4)C3C2=O)c1C (configuration not stated)	-3	-17	-1.1	-3	0	88	-1	-5	-4	-5
COc1ccc(Cl)cc1N(C)C(=O)CCc1nc(-c2ccc(C)cc2)no1	-14	-3	0.3	5	-4	97	1	-11	9	-8
CCn1nnnc1SCC(=O)N1CCCCC1	-16	3	-1.8	-3	-1	95	0	1	5	-2
COc1cc2cc(/C=C/C(=O)c3ccco3)c(Cl)nc2cc1OC	-14	9	-0.8	38*	49*	182	0	-2	5	48
COc1ccc(C(=O)CSc2ccccc2C(=O)O)cc1	-48	5	-1.6	0	-13	109	-1	2	5	-2
O=C(NCc1cn(-c2ccccc2)nc1-c1ccccc1)c1cccc([N+](=O)[O-])c1	1	-3	-0.8	0	-8	86	-4	-5	3	4
CCCCN(CC)C(=O)c1ccc(Cl)c(Cl)c1	9	-5	-1.8	2	-3	93	1	-8	0	-3
COc1ccc(NC(=O)C2=CC(c3ccco3)=NS(=O)(=O)N2C)cc1OC	-14	-11	-0.3	3	-1	98	-3	-3	10	-1
CCNC(=O)c1cc2c(c(-c3cccc(-c4cccnc4)c3)n1)[C@H](CCO)N(S(C)(=O)=O)C2	-4	-3	/	1	/	95	-4	/	/	/
CCOC(=O)c1sc(NC(=O)CN2C(=O)c3cccc4cccc(c34)C2=O)nc1C	-24	-3	-2.2	6	0	98	5	-3	8	5
O=C(O)/C=C/C(=O)Nc1ccc(OC(F)(F)F)cc1	15	0	-0.9	3	0	95	1	-2	-1	3
COc1nc2c(c(-c3cc(Br)cs3)c1C#N)Cc1ccccc1-2	-42	8	-1.9	5	-3	91	9	6	2	-4
CCOC(=O)Nc1ccc(S(=O)(=O)NCCCN2CCOCC2)cc1	-14	-4	-0.8	9	0	99	0	-3	-3	-4
Cc1nc2c(C(=O)NCCC(C)C)c[nH]n2c(=O)c1Cl	7	5	0.8	-2	2	101	9	-5	10	18
C=CCn1c(OCc2ccccc2)n[nH]c1=S	-7	9	-2.5	-13	2	95	2	-4	5	-7
COc1ccc(CSc2nnc(SCc3ccc([N+](=O)[O-])cc3)s2)cc1	-11	-3	1.0	3	-2	100	1	-4	12	2
COC(=O)c1ccc(COc2ccccc2/C=C(\C#N)C(=O)NC(C)C)cc1	9	-9	-2.3	-3	5	97	0	1	-7	17
Fc1ccccc1/C=N/N1CCN(Cc2ccccc2Cl)CC1	-24	2	4.3	2	1	89	-1	-1	18	-2
CC(C)(C)SCCNC(=O)/C=C/c1ccc([N+](=O)[O-])cc1	-2	/	/	/	-2	101	/	-10	/	2
O=C1OCCC1=Cc1ccccc1	-21	-7	0.3	3	0	91	0	-4	11	4
CCN1C(=C(C#N)C#N)C=Cc2ccccc21	-9	3	-1.7	0	1	91	-2	10	-2	5
CC(=O)NC(Cc1ccccc1)C(=O)NC1CCN(C(=O)c2cnccn2)CC1 (configuration not stated)	16	-201	-0.5	4	0	89	19*	4	0	1
C[C@H]1CN([C@@H](C)CO)S(=O)(=O)c2ccc(-c3ccc(C#N)cc3)cc2O[C@H]1CN(C)C(=O)CN(C)C	-26	-7	/	12	8	101	-1	/	/	6
Cc1ccc(NS(=O)(=O)c2c(C(=O)N3CCCCCC3)c(C)n(C)c2C)c(C)c1	-10	-2	-0.6	5	0	98	6	1	1	-3
COCCSc1nnc(NS(=O)(=O)c2ccc(C)cc2)s1	21	-2	-0.9	5	0	104	3	2	8	4
Going on with the list.
SMILES	NCOA2 inhibitor	NOD2-RIPK2 inh	MC4R barr agon	ABHD5 PLIN5 PPI	N-glyco inh	ABCB6 inh MLPCN	HTR2A ag	TLR9-MyD88 inh	MC4R antag cAMP	H9c2 protect
Cc1ccc(S(=O)(=O)Nc2ccc3nc(N)sc3c2)cc1	20	-5	-0.4	-2	-2	101	4	7	5	-17
CCC(=O)NC(=S)Nc1ccccc1OC	-8	-6	-0.2	-1	-1	94	2	-24	5	0
COc1cccc(N(CC(=O)NCc2ccco2)C(=O)CCC(=O)Nc2nccs2)c1	-23	4	0.8	0	1	97	1	-1	23	1
COc1ccccc1C(=O)NC(=Nc1nc2ccccc2o1)NC(=O)c1ccccc1OC	-20	-15&-4	-1.6&-3.5	0&2	0&0	99	3&4	-13&-1	10&18	15&-18
CN(Cc1nc(-c2cnccn2)no1)CC1CCN(Cc2ccccc2)CC1	-13	-3	-2.1	1	0	97	-3	4	-7	-2
COCCNC(=O)C(c1ccc(C)o1)N(Cc1ccccc1)C(=O)Cn1nnc2ccccc21 (configuration not stated)	16	4	-0.4	1	2	102	-1	1	4	6
Cc1ccc(C)c(-c2csc(N)c2C(=O)OC(C)C)c1	13	-2	0.0	-32	-1	103	-1	4	3	-25
COc1ccc(C(=O)CC(=O)c2ccccc2O)cc1OC	-39	7	1.9	4	-1	99	1	-5	0	15
Cc1ccc(C)c(NS(=O)(=O)c2ccc3oc(=O)ccc3c2)c1	19	-6	-0.6	6	-2	101	-2	3	7	14
OCC1(CO)COC2(CCCC2)N1	-16	-5	-1.8	-1	1	104	-1	-1	0	7
Cc1cccc(C(=O)N(C)c2nnc(-c3ccncc3)s2)c1	0	-12	-0.8	3	-1	83	-2	-3	-1	4
Cc1cc2ccccc2c(=O)n1CC(=O)NCC(=O)N(C)C1CCCCC1	14	5	-1.8	1	3	97	-2	1	12	10
Cc1ccc(Cc2c(-c3ccc(Br)cc3)nc3cc(C)ccn23)cc1	-18	11	-1.6	-5	-8	96	0	7	-14	-19
CCOC(=O)C1=C(C)NC(C)=C(C(=O)OCC)C1c1ccc([N+](=O)[O-])s1	20&-8	0&7	0.2&2.1	-9&-14	8&7	99&115	-3&-2	-2	9&0	6&6
O=C(COC(=O)CCCN=C1NS(=O)(=O)c2ccccc21)NC(=O)NC1CCCC1	-7	-3	-1.8	-2	1	97	4	7	13	-2
Cc1cc(C(=O)N/N=C/c2cccc(OC(=O)c3cccc(Br)c3)c2)n[nH]1	-26	-3	6.0	2	1	98	-4	-6	9	1
CCc1nc(NCCc2ccccn2)c2nnn(Cc3ccccc3F)c2n1	14	-1	-1.1	5	-2	99	-3	-2	10	4
CC(=O)Nc1ccc(Nc2nc(-c3ccccc3)nc3ccccc23)cc1	17	9	2.4	9	17	93	-5	-2	15	23
Cn1c(C(=O)N(Cc2ccccc2)Cc2cccs2)cc2sccc21	1	2	-2.7	-8	-4	101	-6	-4	-1	4
Cc1ccc(N2CCCn3c2cc(C)c(C#N)c3=O)cc1Cl	11	-9	3.1	10	-2	91	-8	0	-7	3
O=C(O)CCCCCNC(=O)C(=O)C1C(=O)Nc2ccccc21 (configuration not stated)	-19	1	-0.3	-4	2	93	-5	3	-4	4
O=C(CCCNC(=O)c1ccc(Cl)cc1)OCc1cccc(Br)c1	-51	-3	-1.1	2	-2	95	-5	12	-1	-7
CCn1c(C)cc2c(c1=O)C(c1ccccc1Br)C(C#N)=C(N)O2 (configuration not stated)	-2	0	-0.6	-4	-1	93	0	-1	11	6
COC(=O)c1c(NC(=O)C2CCCCC2)sc2c1CCN(C(C)C)C2	15	-5	0.2	3	-7	97	-2	-3	9	6
N/C(=N\OC(=O)Cc1ccccc1)c1cccc(Br)c1	8	-2	-1.3	-1	-1	99	5	-3	-1	-9
(further entries)
SMILES	NCOA2 inhibitor	NOD2-RIPK2 inh	MC4R barr agon	ABHD5 PLIN5 PPI	N-glyco inh	ABCB6 inh MLPCN	HTR2A ag	TLR9-MyD88 inh	MC4R antag cAMP	H9c2 protect
CCN=C1S/C(=C\c2cn(CC)c3ccccc23)C(=O)N1CC	8	-6	-0.2	-5	-1	103	2	-2	8	5
Cc1cc(S(=O)(=O)N2CCCOC2CNC(=O)C(=O)NCc2ccco2)ccc1F (configuration not stated)	3	2	-0.3	4	0	100	-1	9	-4	-4
O=C(COc1nc2ccccc2nc1N1CCOCC1)NC1CCCCC1	-30	-18	0.2	0	1	105	-3	-3	20	7
O=C1C2C3C=CC(C4CC34)C2C(=O)N1/N=C/c1c[nH]c2ccccc12 (configuration not stated)	-40	-4	-2.8	2	1	98	-6	3	9	-10
CC(C)CNC(=O)C1c2ccccc2Oc2ccccc21	13	8	-0.7	-5	-2	99	0	6	22	8
O=C(NCCN1CCCCCC1)C1CCN(S(=O)(=O)N2CCOCC2)CC1	-16	-9	1.9	1	0	119	0	0	-5	9
O=C(CSc1ncn(-c2ccccc2)n1)Nc1nc(-c2ccccc2)cs1	-9	4	6.0	-4	-3	100	-7	-2	7	9
Oc1ccccc1N=Nc1ccccc1O	21	10	0.8	4	-9	115	-6	2	12	27
C=CCNC(=O)c1onc(CSc2cccc(C)c2)c1C(=O)O	-25	6	-1.2	-16	0	96	2	-2	-1	-1
CC1CCCC(C)N1C(=O)COc1ccccc1F (configuration not stated)	0	4	-1.2	2	-3	100	0	2	4	6
O=C1CCCN2N=C(SCC(=O)Nc3ccc([N+](=O)[O-])cc3)SC2=N1	5	-17	-0.5	-5	-1	93	3	2	2	-5
CC1CCN(CC(=O)Nc2cccc(C(=O)Nc3cccc(C(F)(F)F)c3)c2)CC1	13	-12	1.8	6	-3	96	-1	-4	8	-16
COCCN(C(=O)CSc1cc(C)c2ccccc2n1)c1c(N)n(CC(C)C)c(=O)[nH]c1=O	20	-11	-0.7	9	1	103	-3	-16	4	4
CCCC(=N)C1=C(O)CC(CC(C)SCC)CC1=O (configuration not stated)	0	0	-1.1	9	0	95	10	4	-2	0
CC(C)N(Cc1nnc(-c2ccccc2Br)o1)C(=O)c1cc(Cl)nc2ccccc12	15	-10	-0.4	3	-3	96	-2	-11	-7	6
CCCn1nc(NC(=O)c2ccncc2)c2cc3ccccc3nc21	-25	-6	-0.5	10	2	101	-2	-6	1	22
CCOC(=O)c1cnc(SC)nc1NCCOC	-28	-7	0.4	2	3	103	2	-1	-10	12
CC(C(=O)Nc1cc(Cl)cc(Cl)c1)N1CCCC1 (configuration not stated)	-2	-6	2.1	1	0	99	-5	9	5	7
C[C@@H]1COC(=O)[C@H](Cc2ccc(F)cc2)C/C=C\C[C@@H](CC(=O)NCCO)C(=O)N1	-37	-7	-0.5	-7	1	96	-2	-2	10	8
CCCCCCNC(=O)C(C#N)c1nc2ccccc2nc1N1CCCC1 (configuration not stated)	-19	-15	1.9	-8	1	119	-4	5	-1	3
CC(C)CC(c1nnnn1C1CCCCC1)N1CCN(c2ncccn2)CC1 (configuration not stated)	4	-2	-0.5	3	-3	101	1	-4	9	-4
COc1ccc(S(=O)(=O)Nc2cccc(-c3ccc(N4CCCCCC4)nn3)c2)cc1OC	-53	4	-1.1	-2	-2	100	-1	13	3	-3

Quoted from the listing.
Entry for `COCCNC(=O)C(c1ccc(C)o1)N(Cc1ccccc1)C(=O)Cn1nnc2ccccc21` (configuration not stated) in NCOA2 inhibitor: 16
Entry for `CC(=O)NC(Cc1ccccc1)C(=O)NC1CCN(C(=O)c2cnccn2)CC1` (configuration not stated) in NCOA2 inhibitor: 16

A portion of the library (hit frequency here may not be typical).
